Screens as filed in PubChem.
S3 lipid droplet: qHTS Assay for Lipid Storage Modulators in Drosophila S3 Cells; lipid storage change, negative = inhibition, % at the top dose, mostly 46.1 µM; hits show Potency in µM; Drosophila S3 cells, BODIPY lipid droplet fluorescence, 18-24 h; cells fed with added oleic acid; 320,000 compounds, 0.64% hits; active means well fitted inhibition curve with a large enough effect in the signal ratio, with a control signal flat, not every such curve was filed as active; inconclusive means small, poorly fitted or top-dose-only effect, or effect the other way, or a change in a side signal; the % refers to the signal ratio
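Drosophila S3 cells loaded with oleic acid (400 uM, as added) and compounds at several concentrations; lipid droplets imaged by 488-nm laser-scanning cytometry, 500–530 nm intensity and object ratio to cell channel. Percent activity normalized to 20 uM Triacsin C.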
S3 lipid droplet cell count max: also measured in S3 lipid droplet; calls as there; cell number change, %; measured here: cell count max response;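 cells counted by Cell Tracker Red CMTPX staining in the red channel; peak over a dose series mostly up to 46.1 µM; percent activity relative to internal control wells on each plate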
* = called active by the depositor; i = inactive; u = inconclusive; x = not tested or not shown; [ ] = dose if it differs, or a comment. On the % scale 0 is the no-effect control and ±100 the full control effect; potency means the concentration at half of the fitted maximal effect. Some of the compounds tested; rates above refer to the full screens.

SMILES	S3 lipid droplet	S3 lipid droplet cell count max
Cc1ccc(NC(=O)CSc2nnc3c(n2)[nH]c2ccccc23)cc1	u	x
CC(=O)c1ccc(NC(=S)N2CCN(C(=S)Nc3ccc(C(C)=O)cc3)C(C)C2)cc1 (stereo not given)	-2%	12
CSCCC(NC(=O)c1ccccc1Br)C(=O)N1CCCC(C(F)(F)F)C1 (stereo not given)	u	x
COC(=O)C(CC(=O)c1ccc(Cl)cc1)c1ccc(C)cc1 (stereo not given)	11%	3
CCN(c1cccc(C(F)(F)F)c1)S(=O)(=O)c1ccc2c(c1)CCN2C(=O)C1CC1	u	x
Cc1ccc(OCC(O)CN2CCOCC2)cc1 (stereo not given)	19%	1
C(#CCN1CCC(Cc2ccccc2)CC1)COCCOCc1ccccc1	u	x
S=c1[nH]nc(-c2ccco2)n1/N=C/c1cccs1	u	x
Nc1nc(-c2cccs2)c(-c2cccs2)s1	-1%	-10
CN(C(=O)COC(=O)/C=C/c1ccc(C(F)(F)F)cc1)c1c(N)n(Cc2ccccc2)c(=O)[nH]c1=O	u	x
Cc1cn([C@H](C(=O)NCCCCCCCCCCC(=O)N2CCNCC2)[C@@H](C)O)nn1	u	x
O=C(NCCC(=O)N1CCN(c2ncccn2)CC1)c1ccccc1Cl	u	x
Cc1cc(-n2nc(C)cc2C)nc(NS(=O)(=O)c2ccccc2)n1	18%	-6
CC(C)CNS(=O)(=O)c1ccc(CCC(=O)NCCc2ccccc2)cc1	u	x
COC(=O)c1c(C(=O)OC)c2n(c1C)CCS2	u	x
Cc1[nH]c2ccccc2c1Cc1nnc(SCCC#N)o1	4%	0
CCc1ccccc1OCC(=O)Nc1ccc(C)c(S(=O)(=O)N2CCCCCC2)c1	u	x
CC(=O)Nc1ccc(NC(=O)CSc2ccc(-c3cccs3)nn2)cc1	u	x
CC1=CC2=NC(=O)/C(=C\c3cccn3CCOc3cc(C)ccc3C)C(=N)N2O1	0%	5
O=C(Cc1ccc(Br)cc1)N/N=C/c1ccc(-c2cccc(C(=O)O)c2)o1	u	x

A draw from above in order of molecular weight, rising:
SMILES	S3 lipid droplet	S3 lipid droplet cell count max
Cc1ccc(OCC(O)CN2CCOCC2)cc1 (stereo not given)	19%	1
COC(=O)c1c(C(=O)OC)c2n(c1C)CCS2	u	x
COC(=O)C(CC(=O)c1ccc(Cl)cc1)c1ccc(C)cc1 (stereo not given)	11%	3
O=C(NCCC(=O)N1CCN(c2ncccn2)CC1)c1ccccc1Cl	u	x
CCc1ccccc1OCC(=O)Nc1ccc(C)c(S(=O)(=O)N2CCCCCC2)c1	u	x
CC(=O)c1ccc(NC(=S)N2CCN(C(=S)Nc3ccc(C(C)=O)cc3)C(C)C2)cc1 (stereo not given)	-2%	12

One compound at a time (already shown).
Results for CC(=O)c1ccc(NC(=S)N2CCN(C(=S)Nc3ccc(C(C)=O)cc3)C(C)C2)cc1 (stereo not given) = S3 lipid droplet = -2%; S3 lipid droplet cell count max = 12
Results for CCc1ccccc1OCC(=O)Nc1ccc(C)c(S(=O)(=O)N2CCCCCC2)c1 = S3 lipid droplet = u; S3 lipid droplet cell count max = x
Results for Cc1ccc(NC(=O)CSc2nnc3c(n2)[nH]c2ccccc23)cc1 = S3 lipid droplet = u; S3 lipid droplet cell count max = x

Additional compounds
SMILES	S3 lipid droplet	S3 lipid droplet cell count max
COc1ccccc1C(=O)NNC(=O)c1ccc(Br)o1	-23%	-7
O=C(NCCC1=CCCCC1)C1CCCN(S(=O)(=O)c2cccc3cccnc23)C1 (stereo not given)	u	x
CC1=CC(C)(C)N(C(=O)CSc2nnc(C)s2)c2ccc(C)cc21	u	x
COc1ccc(N=c2oc3cc(O)ccc3cc2C(=O)NCC2CCCO2)cc1 (stereo not given)	u	x
c1ccc(Cn2ccnc2SCc2nnc(-c3ccccc3)o2)cc1	u	x
O=C(CSc1nnnn1Cc1ccccc1)NCC(=O)c1ccccc1	i	x
CN(Cc1nc2ccc(F)cc2[nH]1)Cc1c(C(=O)N(C)C)nc2ccc(Cl)cn12	10%	16
COc1ccc(NC(=O)c2cc(-c3cc(OC)c(OC)c(OC)c3)nc3ccccc23)c(OC)c1	u	x
CCCNC(=O)CCc1nnc2ccc(N3CCC(C)CC3)nn12	6%	-22
O=C(c1cc2c([nH]c1=O)CCCC2)N1CCc2c([nH]c3ccccc23)C1c1ccccc1F (stereo not given)	-25%	-2
Cc1cc(C)cc(NC(=O)CN2C(=O)COc3ccc(S(=O)(=O)N4CCCC4)cc32)c1	u	x
CCC(C)C(=O)Nc1ccc(S(=O)(=O)N2CCCC2)cc1 (stereo not given)	-2%	1
OC1(c2cccs2)CN(c2ccc(Cl)cc2)C2=[N+]1CCCC2 (stereo not given)	5%	0
CCc1cccc(C)c1NC(=O)CCN1C(=O)NC(C)(C)C1=O	9%	-2
COCCNC(=O)C(c1cccnc1)N(Cc1ccc(C)cc1)C(=O)Cn1nnc2ccccc21 (stereo not given)	23%	0
O=C(N/N=C/c1ccc(OC(F)F)cc1OC(F)F)NC1CCCCC1	u	x
O=C(Nc1cccc([N+](=O)[O-])c1)c1ccc(CSc2ccccc2)cc1	-29%	1
Cc1ccccc1NC(=O)COC(=O)CCc1c[nH]c2ccccc12	u	x
COc1ccc(Cl)cc1NC(=O)CN(C)C(=O)CN1C(=O)NC(C)(C)C1=O	-6%	-9
CCCCn1nnc(NC(=O)c2sc3cc(Cl)ccc3c2Cl)n1	15%	-11
Cc1ccc(OCC(=O)N/N=C\c2ccc(O)cc2)c([N+](=O)[O-])c1	u	x
COc1cc(/C=C/C(=O)N2CCCN(C(=O)/C=C/c3cc(OC)c(OC)c(OC)c3)CC2)cc(OC)c1OC	21%	x
CCOC(=O)c1ccc(NC(=O)NCc2ccncc2)cc1	i	-11
CSc1ccc(C(=O)NCC(c2ccco2)N(C)C)cc1[N+](=O)[O-] (stereo not given)	u	x
C=CCNC(=O)c1oc2ccc(S(=O)(=O)N3CCC4(CC3)OCCO4)cc2c1C	-1%	4
COc1ccc(OC)c(S(=O)(=O)N(C)CC(=O)Nc2cc(Cl)ccc2OC)c1	4%	1
O=C(c1ccccc1-c1ccccc1)N1CCCC1	i	-7
O=C(/C=C/Nc1ccc(Oc2ccccc2Cl)cc1)c1ccco1	i	x
C=CCN(Cc1nc(-c2ccccc2)no1)C(=O)c1ccc2c(c1)OCO2	u	x
CC1CN(S(=O)(=O)c2cccc(C(=O)N=c3sccn3C)c2)CC(C)O1 (stereo not given)	-20%	-17
CCCSC1=N/C(=C\c2ccc([N+](=O)[O-])o2)C(=O)S1	17%	18
Cn1c(N2CCC(C(N)=O)CC2)nc2c1c(=O)n(Cc1cccc(Br)c1)c(=O)n2C	u	x
Cc1nc2ncnn2c(N2CCN(S(=O)(=O)c3ccc(Br)cc3)CC2)c1C	0%	11
CC(C)(C)c1cc(C(=O)NC2CC2)n(Cc2ccc(F)cc2)n1	u	x
Cc1ccc(NC(=O)CSc2ccc(-c3ccc4c(c3)OCO4)nn2)cc1F	13%	6
CCn1ncc(Cl)c1C(=O)Nc1cc(Cl)ccc1Cl	u	x
Cc1cc(NC(=O)CSc2nc(-c3ccc(Br)cc3)nc3c2c(=O)n(C)c(=O)n3C)no1	8%	-9
COC(=O)C(C)N(c1ccc(OC)cc1)S(C)(=O)=O (stereo not given)	u	x
NCCCC(N)(C(=O)O)C(F)F (stereo not given)	3%	x
Cc1ccc(NC(=O)c2cnc(SCC(=O)c3ccccc3)n(C)c2=O)cc1	-11%[0.0737 µM]	x
CCOC(=O)CCCc1c[nH]c2ccccc12	11%	9
Nn1c(COc2ccccc2)nnc1SCC(=O)O	2%	-8
O=C(O)C1CC=CCC1C(=O)Nc1cccc(Cl)c1Cl (stereo not given)	-12%	-12
C=CCn1c(Cc2ccc(OC)cc2)nnc1SCC(=O)c1cccc([N+](=O)[O-])c1	9%	-22
CSc1ccc(-c2nnn(Cc3ccccn3)n2)cc1	u	x
CCn1c(-c2ccccc2)c(C(=O)O)c2ccccc21	-4%	2
CN(CC(=O)Nc1ccc(F)cc1)CC(=O)N1CCc2ccccc21	u	x
CCCCNC(=O)c1ccc(CS(=O)(=O)c2ccc(C)cc2)o1	u	x
CCOC(=O)c1[nH]c2ccccc2c1NC(=S)Nc1ccccc1	u	x
Cc1ccc(S(=O)(=O)N(C)/N=C/C=C/c2ccccc2)cc1	-5%	-11
COc1ccc(CN2CCN(CC=C(C)C)C(CCO)C2)cc1Cn1cncn1 (stereo not given)	-7%	5
CCOC(=O)C1CCN(C(=O)c2cc3cc(C)ccc3[nH]2)CC1	i	1
Cc1cccc(C)c1-n1c(C)cc(/C=N\NC(=O)CC(=O)NC2CCCCC2)c1C	3%	12
Cc1ccccc1-n1c(SCC(=O)N2CCN(c3ccccc3)CC2)nnc1-c1ccncc1	22%	-11
O=S(=O)(NC1CCN(Cc2ccccc2)CC1)c1cccc2cccnc12	u	x
CCN(CC)c1ccc(C(=O)c2cnc(/N=C/N(C)C)s2)cc1	i	x
O=C(c1cnn2c(C(F)F)cc(-c3ccccc3)nc12)N1CCc2ccccc2C1	-19%	-7
Cc1cccc(C)c1NC(=O)C(NS(=O)(=O)c1cccs1)c1ccccc1 (stereo not given)	5%	2
O=C1COc2ccc(C(=O)COC(=O)c3ccc4ccccc4n3)cc2N1	u	x
O=C(CCc1nnc(Cc2ccc(-c3ccccc3)cc2)o1)N1CCCC1	-7%	-3

(more compounds)
SMILES	S3 lipid droplet	S3 lipid droplet cell count max
Cc1ccc(C2=NN(C(=O)CCC(=O)O)C(c3cccc([N+](=O)[O-])c3)C2)cc1 (stereo not given)	u	x
CN1OC(c2ccccc2)=C(CO)C1c1ccccc1 (stereo not given)	u	x
COc1ccc(OCc2cc(C(=O)NC3CCOC(C)(C)C3)no2)c2ccccc12 (stereo not given)	u	x
CCOC(=O)c1cnc(SCC(=O)N2CCC(C(N)=O)CC2)nc1N	u	x
COc1ccccc1C(=O)COC(=O)c1cnc(C)cn1	15%	25
Cc1ccccc1CNCc1ccc2c(c1)OCO2	u	x
COc1nc(OC)nc(Oc2ccc([N+](=O)[O-])cc2Cl)n1	1%	4
COc1ccccc1NS(=O)(=O)c1ccc(NC(=O)CCNC(=O)c2ccco2)cc1	-2%	-23
O=C(c1cccc(C(F)(F)F)c1)N(c1ccccn1)C1CCCCC1	u	x
CC(=O)Nc1ccc(C2=NN(Cc3nnc(-c4ccccc4)o3)C(=O)SC2)cc1	u	x
COC(=O)c1ccc2c(=O)n(Cc3ccc4c(c3)OCO4)c(SCC(=O)N3CCCC3)nc2c1	17%	0
CCN1CCc2c(OCC(=O)Nc3cccc(C)c3C)cccc2C1=O	u	x
CSc1c(CC(=O)NCCO)n(C)c2ccccc12	1%	-11
O=C(Nc1nnc(-c2ccccc2F)s1)c1cccnc1	1%	-12
CCCCOP(=O)(c1ccc(N(C)C)cc1)C(Nc1ccccc1)c1ccccc1 (stereo not given)	16%	23
COCC(=O)N1CCC(Oc2ccc(C(=O)NC(C)c3nc(C)sc3C)cc2)CC1 (stereo not given)	u	x
Cc1n[nH]c(C)c1S(=O)(=O)N1CCCC(C(=O)N2CCN(c3ccc(Cl)cc3)CC2)C1 (stereo not given)	-28%	x
CC(=O)Nc1ccc(/C(C)=N/Nc2nc(Nc3ccccc3)nc(N3CCOCC3)n2)cc1	10%	-2
O=C(O)[C@H](O)[C@@H](O)C(=O)O	0%	-8
